Screening data as filed in PubChem.
PPARg SRC2 recr: promotes SRC-2 coactivator recruitment by human PPARgamma. P37231. PPARgamma LBD-SRC-2 recruitment, biochemical. activation, % at 8 µM. hit rate 0.34% among 200,000. AID 1032; in the data active means activation above about 22%;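 further: 0% = vehicle and 100% = reference agonist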
TNAP inh no acc: inhibitors of human TNAP without phosphate acceptor | P05186 | purified TNAP, CDP-star luminescence, 30 min | inhibition, % at 20 µM | hit rate 0.26% among 200,000 | AID 1012;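 active means tissue-nonspecific alkaline phosphatase inhibition above about 50% at 20 µM in the single-dose screen, limit read from the data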;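 further: 0% = DMSO negative control and 100% = EDTA positive control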
Target sequence (P05186 whole entry, looked up): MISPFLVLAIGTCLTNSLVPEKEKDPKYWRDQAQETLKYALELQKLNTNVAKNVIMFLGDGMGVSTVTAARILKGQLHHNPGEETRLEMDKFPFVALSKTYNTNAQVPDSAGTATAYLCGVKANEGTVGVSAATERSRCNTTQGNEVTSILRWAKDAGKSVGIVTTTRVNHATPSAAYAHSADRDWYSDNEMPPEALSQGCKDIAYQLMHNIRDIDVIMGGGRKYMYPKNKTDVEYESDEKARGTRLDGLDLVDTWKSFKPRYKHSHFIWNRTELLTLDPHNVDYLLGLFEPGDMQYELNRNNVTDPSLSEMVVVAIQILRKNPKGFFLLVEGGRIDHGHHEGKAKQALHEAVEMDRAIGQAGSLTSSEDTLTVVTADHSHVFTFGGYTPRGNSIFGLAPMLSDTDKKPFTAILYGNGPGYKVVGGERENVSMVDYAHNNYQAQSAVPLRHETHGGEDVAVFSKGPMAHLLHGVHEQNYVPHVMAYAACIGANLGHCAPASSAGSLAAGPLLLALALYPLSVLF
TNAP act hiacc: increases human TNAP activity under high phosphate acceptor concentration; P05186; purified TNAP, CDP-star luminescence, 1 M DEA, 30 min; hits give high values; 0 = EDTA background, 1 = DMSO-only activity; activation factor at 20 µM; 200,000 tested, under 10 active;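 active means activation factor at least 2 at 20 µM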
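Control set: EDTA negative control, DMSO positive control / Assay system: human TNAP / Quantity: TNAP 1/800 final / Evaluation: TNAP activation factor scaled between EDTA and DMSO control wells / Measured by: luminescent substrate turnover signal / Compound dosing: one dose, 20 µM / Times: 30 min enzyme reaction at room temperature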
PPARg SRC-1 ag: PPARgamma-driven SRC-1 recruitment agonism. P37231. PPARgamma-SRC-1 coactivator recruitment biochemical assay. activation, % at 8 µM. hit rate 0.41% among 200,000. AID 631; in the data active means activation above about 19%;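 further: 0% = DMSO and 100% = reference agonist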
bIAP activator: increases bovine intestinal alkaline phosphatase activity | purified bovine IAP, CDP-star luminescence, 30 min; hits give high values; fold of DMSO-control signal, blank-subtracted | activation factor at 20 µM | hit rate 0.17% among 200,000;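 active means activation factor of 2 or more at 20 µM, a signal rise over negative controls twice the positive control's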
HMGR II inh: inhibitors of class II HMG-CoA reductase from Enterococcus faecalis; hit rate 0.41% among 190,000; inhibition, % at 10 µM; purified E. faecalis HMGR, NADPH absorbance 340 nm kinetic;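 active means inhibition above a set limit, the median over all tested compounds plus 3 SD, cut at about 9.5% in these data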;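 further: enzyme runs in reverse so mevalonate oxidation gives rising NADPH absorbance; 0% = complete reaction with DMSO and 100% = background rate lacking mevalonate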
TNAP inh hiacc: TNAP (human) inhibition, high acceptor; P05186; purified TNAP, CDP-star luminescence, 1 M DEA; inhibition, % at 20 µM; hit rate 0.03% among 200,000;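 active means over 50% inhibition of tissue-nonspecific alkaline phosphatase at 20 µM in the single-dose screen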;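 further: plate controls were DMSO wells for no effect and EDTA-quenched wells as full inhibition for full effect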
PPARg SRC-3 ag: promotes SRC-3 coactivator recruitment by human PPARgamma; biochemical PPARgamma/SRC-3 coactivator recruitment assay; activation, % at 8 µM; hit rate 0.26% among 200,000; AID 731; in the data active means activation above about 23%;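 further: 0% = DMSO and 100% = reference agonist; some compounds past the cut are filed as inactive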
bIAP inh: intestinal alkaline phosphatase (bovine) inhibition; AID 1019; 190,000 tested, under 10 active; inhibition, % at 20 µM; purified bovine IAP, CDP-star luminescence, 30 min;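 active means over 50% inhibition of intestinal alkaline phosphatase at 20 µM in the single-dose screen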
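test system = bovine IAP enzyme | medium = DEA buffer 100 mM, pH 9.8, with MgCl2 1.0 mM, ZnCl2 0.02 mM | detection = luminescence | dosing = single compound dose of 20 µM, 2% DMSO final | incubation = 30 min reaction at room temperature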
TR-FRET SRC-2 ct: TR-FRET artefact, counter-screen to PPARgamma/SRC-2 agonist assay. hits give high values. TR-FRET ratio at 8 µM. hit rate 0.4% among 200,000. AID 1049; in the data active means TR-FRET ratio above about 2000; further: inactives centre near 1500
* = called active by the depositor.

SMILES	PPARg SRC2 recr	TNAP inh no acc	TNAP act hiacc	PPARg SRC-1 ag	bIAP activator	HMGR II inh	TNAP inh hiacc	PPARg SRC-3 ag	bIAP inh	TR-FRET SRC-2 ct
Cc1ccc(C)c(NC(=O)C2CC(=O)N(C(C)C)C2)c1 (centres undefined)	5.0	-10.5	1	6.5	1	-0.8	-3.9	-1.2	-2.5	1489
O=C(NC1CCN(C(=O)N2c3ccccc3Sc3ccccc32)CC1)c1ccco1	7.4	-16.0	1.1	7.3	0.9	2.9	-8.4	1.3	6.6	1553
Cc1c(NC(=O)Oc2ccccc2)sc(=S)n1C	0.0	-10.7	1	0.4	0.9	-2.7	-2.8	2.8	8.8	1585
CC(C)[C@H](NC(=O)c1ccccc1)C(=O)OCC(=O)Nc1ccc(Cl)cc1C(F)(F)F	-0.5	-0.9	1.1	1.5	0.9	-1.5	-6.1	2.8	8.0	1437
CCOC(=O)N1CCC(NC(=O)Cn2c3ccccc3c3cn[nH]c(=O)c32)CC1	-4.9	-1.3	1	-4.5	1	-2.0	-0.8	-1.5	4.6	1411
O=C(/C=C/c1ccc(Cl)cc1)NC1CC2CCC1C2 (centres undefined)	-0.2	-19.6	1.1	6.1	0.8	2.1	-7.2	0.2	23.1	1769
O=C(c1ccco1)N1N=C2CCCCCC2C1(O)C(F)(F)F (centres undefined)	2.3	-5.6	1	4.1	1	1.7	-4.3	1.2	-4.2	1637
O=C(CN(C(=O)c1cc2c(s1)CCC2)C1CCCC1)NCc1cccs1	-2.6	-16.7	1.1	7.8	1	-1.5	-11.2	14.6	3.5	1557
CCOc1ccc(N2CC(O)=C(c3nc4ccccc4c(=O)[nH]3)C2=N)cc1	8.4	-27.9	1	11.0	1.4	-7.7	-3.6	5.5	-40.7	1728
O=C(CC1C(=O)NCCN1Cc1cccc(Oc2ccccc2)c1)NCCc1ccccn1 (centres undefined)	8.3	-12.0	1.1	8.9	1	-1.3	-7.0	7.5	-4.6	1824
CC1=NN(c2ccccc2)C(=O)/C1=C\c1c(C)[nH]n(-c2ccccc2)c1=O	0.4	19.4	0.8	4.1	0.7	-3.2	22.5	6.3	26.8	1601
O=C(NCc1ccccc1)c1cccc(COc2cc(Cl)ccc2Cl)c1	2.5	-14.1	1	1.1	0.9	-4.4	-4.3	-6.5	6.2	1430
Cc1c(C(=O)N2CCCC2)sc(NC(=O)c2ccc(Cl)cc2)c1C#N	6.7	-5.4	1	7.1	1	-2.3	4.6	7.1	4.5	1554
Cc1cc(C)n(-c2nc3c(c(=O)[nH]c(=O)n3C)n2CC(C)C)n1	-7.2	-2.4	1	14.4	1.1	-0.8	-2.5	5.5	-12.3	1787
CC(C)CC(OC(=O)c1ccco1)C(=O)NC1CCCCC1 (centres undefined)	12.6	-3.7	1	4.3	1	-4.0	-3.2	10.8	-3.4	1735

Retrieved by structure from the entries so far (3):
SMILES	PPARg SRC2 recr	TNAP inh no acc	TNAP act hiacc	PPARg SRC-1 ag	bIAP activator	HMGR II inh	TNAP inh hiacc	PPARg SRC-3 ag	bIAP inh	TR-FRET SRC-2 ct
Cc1c(C(=O)N2CCCC2)sc(NC(=O)c2ccc(Cl)cc2)c1C#N	6.7	-5.4	1	7.1	1	-2.3	4.6	7.1	4.5	1554
O=C(c1ccco1)N1N=C2CCCCCC2C1(O)C(F)(F)F (centres undefined)	2.3	-5.6	1	4.1	1	1.7	-4.3	1.2	-4.2	1637
CCOC(=O)N1CCC(NC(=O)Cn2c3ccccc3c3cn[nH]c(=O)c32)CC1	-4.9	-1.3	1	-4.5	1	-2.0	-0.8	-1.5	4.6	1411

Other compounds follow:
SMILES	PPARg SRC2 recr	TNAP inh no acc	TNAP act hiacc	PPARg SRC-1 ag	bIAP activator	HMGR II inh	TNAP inh hiacc	PPARg SRC-3 ag	bIAP inh	TR-FRET SRC-2 ct
N#Cc1c(C(F)(F)F)cc(-c2ccccc2)[nH]c1=O	-0.2	-8.0	1	-1.4	1	0.9	-2.1	-3.5	4.4	1382
CC1(C)CC(=O)c2c(O)cc(OCc3ccc(Br)cc3)cc2O1	-2.3	-11.3	1.1	-3.7	0.9	-0.1	-6.7	-1.7	12.1	1379
COc1ccc(S(=O)(=O)NNC(=O)C2Cc3c(ccc4ccccc34)O2)cc1 (centres undefined)	12.7	-12.2	1	2.8	1.1	1.5	-3.7	-4.2	-5.4	1583
O=C(CCc1ccccc1)NC(NC(=S)Nc1cccc(Cl)c1)C(Cl)(Cl)Cl (centres undefined)	8.0	-7.5	1.1	6.1	0.9	0.2	-5.6	13.8	5.5	1508
Cc1cc(/C=C2\C(=N)N3N=C(S(C)(=O)=O)SC3=NC2=O)c(C)n1Cc1ccccc1	12.2	5.3	0.9	-0.6	1.1	-5.7	14.4	2.5	-11.1	1544
Cn1nnc2sc3c(c2c1=O)CCCC3	7.8	-13.9	1.1	1.3	1	-3.8	-7.4	10.7	0.7	1552
O=P(CCC(F)(F)F)(CCC(F)(F)F)CCC(F)(F)F	6.4	-16.8	1	0.7	0.9	0.9	-4.1	-2.7	12.8	1562
COc1ccc(NC(=O)Cc2ccccc2)cc1	5.6	-8.6	1	-2.5	0.9	-10.2	0.2	2.6	9.5	1487
COc1cccc(-c2nc(CS(=O)(=O)CC(=O)Nc3c(C)cccc3C)c(C)o2)c1	-3.7	-14.2	1	9.1	0.9	5.1	-3.4	1.6	8.1	1556
COc1ccc(NC(=O)c2c(N)no[n+]2[O-])cc1	-5.9	-7.7	1	-1.9	1	-2.2	1.0	-1.4	4.6	1423
CC1CCCCN1C(=O)CSc1nc2ccsc2c(=O)n1Cc1ccccn1 (centres undefined)	8.0	-5.4	1	12.1	0.9	-9.1	-2.2	6.6	7.0	1608
CC1(C)CC(=O)C2=C(C1)OC(N)=C(C#N)C21CCN(C(=O)OCc2ccccc2)CC1	3.8	-4.0	1.1	0.9	1	-2.4	-5.5	-12.1	-3.7	1788
CCOC(=O)N1CCN(Cc2nc(N)nc(Nc3ccc(OCC)cc3)n2)CC1	7.7	-4.8	1.1	3.3	1.1	-4.0	-5.2	-1.4	-6.1	1659
Cc1ccc(-c2cc(=O)[nH][nH]2)c(C)c1	8.9	-5.4	1	-1.8	1	-6.1	-3.5	0.0	1.7	1673
CCOc1ccc(NC(=O)N2CCC(C(=O)c3ccc(F)cc3)CC2)cc1	4.8	-4.3	1	7.7	1	-2.7	2.5	5.3	-2.9	1590
CCS(=O)(=O)n1nc(NCc2cccc(OC)c2)nc1NCc1cccc(OC)c1	0.7	-4.9	1	1.7	0.9	-3.6	-2.2	-0.4	6.9	1578
O=C(NC(c1ccccc1)c1ccccc1)c1ccc(S(=O)(=O)C(F)F)cc1	-5.1	-7.6	1	13.7	0.9	1.0	-4.4	11.9	6.9	1527
COc1ccc(OC)c(CN2CCCC(C(=O)c3ccccc3SC)C2)c1 (centres undefined)	3.5	-6.8	1	10.8	0.9	-1.7	-4.2	2.8	11.1	1306
CCOc1cc(C(=O)O)cc(Cl)c1OCC#N	2.1	-9.1	1.1	0.4	0.9	-4.6	-5.2	3.6	5.3	1658
COc1ccc(C2(CNC(=O)c3ccccc3[N+](=O)[O-])CCOCC2)cc1	4.1	-10.3	1	5.1	1.1	0.1	-3.7	3.2	-11.4	1761
COC(=O)CCC(=O)NC(=S)Nc1ccc(S(=O)(=O)Nc2cc(OC)nc(OC)n2)cc1	4.6	-1.3	1	2.7	0.9	-0.7	2.5	2.1	5.4	1493
O=C(O)CC/C(=C\c1ccc(N2CCCC2)c([N+](=O)[O-])c1)c1nc2ccccc2s1	1.4	-0.4	0.9	10.4	0.9	-12.8	8.9	1.1	5.7	1636
C=CCn1cc(C(=O)OCC)c(=O)c2ccc(F)cc21	5.0	-7.7	1	2.0	0.9	-2.5	-1.8	0.8	6.4	1678
Cc1ccc2cc(C#N)c(NCCNC(=O)C3CC3)nc2c1C	6.5	-16.9	1.1	0.0	0.9	3.4	-12.7	2.9	9.6	1672
Cc1ncoc1C(=O)N1CCCC(C(=O)c2cccc(OC(C)C)c2)C1 (centres undefined)	-6.2	0.7	0.9	1.3	1.1	-9.9	5.2	-4.1	-7.1	1509
COc1ccc(-n2c(C)nc3cc(C(=O)NCc4ccc5c(c4)OCO5)ccc32)cc1	0.1	-12.8	1.1	-9.4	0.7	-0.2	-6.3	-2.8	26.6	1361
CCOc1ccc(Nc2nc(N3CCCC3)nc(N3CCN(c4ccc(OC)cc4)CC3)n2)cc1	-1.5	-6.5	1	2.0	1.1	-1.5	0.0	-1.9	-12.2	1673
COc1ccccc1N1CCN(C(=O)COc2ccc(Cl)cc2)CC1	13.2	-6.4	1	9.3	1	-5.1	-4.8	5.2	0.6	1898
Cc1nn(-c2ccccc2)c2c1C(c1ccc(Br)s1)C(C#N)=C(N)O2 (centres undefined)	6.3	-8.2	1	2.1	1	-1.7	-3.4	12.3	3.3	1494
O=C(CCSCCc1ccncc1)NCCCN1CCOCC1	-4.7	-9.0	1.1	-6.7	0.9	-2.0	-6.4	1.0	9.1	1429
CCCCOC(=O)C(C#N)c1nc2ccccc2nc1N1CCOCC1 (centres undefined)	4.1	2.8	0.9	7.9	0.8	-9.0	10.2	5.0	15.0	1565
Cc1ccc2[nH]c(=O)c(CN(Cc3cccnc3)C(=S)NCCCN(C)C)cc2c1	-6.8	-2.0	1.1	1.0	1	-1.1	-5.6	-4.7	-3.4	1467
O=C(Nc1ccncc1)c1sc2ccccc2c1Cl	14.7	-4.1	1	2.5	0.9	-7.7	0.3	5.7	13.4	1496
Cc1cc(C)nc(NS(=O)(=O)c2ccc(N3Cc4ccccc4C3=O)cc2)n1	5.7	-6.8	1.1	0.6	1.3	-5.1	-5.2	-0.2	-34.8	1422
